GASC1 inh = inhibitors of human demethylase GASC-1 KDM4C; GST-KDM4C 2-372, H3K9me3 peptide, LANCE TR-FRET; inhibition, % at 12.5 µM; 0.15% of 96,000 active; AID 720574;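 active = mean replicate inhibition above about 25%, with at least 55% of replicates also reaching it, limit read from the data, passing the limit was not always enough; inconclusive = only one of those two conditions met; inactive = neither condition met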
Target sequence (Q9H3R0 2-372 limits assumed): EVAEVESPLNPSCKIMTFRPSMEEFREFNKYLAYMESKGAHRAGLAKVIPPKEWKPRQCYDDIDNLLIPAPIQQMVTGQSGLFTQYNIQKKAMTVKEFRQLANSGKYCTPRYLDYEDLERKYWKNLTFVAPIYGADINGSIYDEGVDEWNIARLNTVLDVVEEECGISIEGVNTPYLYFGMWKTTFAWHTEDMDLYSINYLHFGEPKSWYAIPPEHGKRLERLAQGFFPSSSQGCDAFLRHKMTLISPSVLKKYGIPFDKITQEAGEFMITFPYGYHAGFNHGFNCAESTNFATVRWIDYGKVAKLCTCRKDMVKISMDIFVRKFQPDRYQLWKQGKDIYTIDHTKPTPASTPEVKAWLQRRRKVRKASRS
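Material: GST-tagged GASC-1 (JMJD2C) catalytic fragment, aa 2-372 / Quantity: enzyme final amount 10 nM / Medium: HEPES buffer, pH 7.5, plus ascorbate / Doses: one test concentration per compound / Incubation: 30 min reaction, 60 min detection, RT / Measured by: LANCE TR-FRET / Read-out: inhibition from TR-FRET ratio decrease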
Pf Dd2 inh = blocks growth of Plasmodium falciparum Dd2 parasites; activity change, % at 10 µM; P. falciparum Dd2 growth, SYBR Green, 72 h; hits give low values; 2.3% of 94,000 active; in the data active = activity change below about -80%; inconclusive = no clear call, values can overlap the other calls
Tcruzi prolif = T. cruzi proliferation inhibition; T. cruzi beta-gal in NIH3T3, GalScreen luminescence, 90 h; inhibition, % at 8.34 µM; 5.9% of 77,000 active; AID 624255;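 active = mean inhibition above about 93%, with at least 55% of replicates each passing it, limit read from the data, passing the limit was not always enough; inconclusive = only one of those two conditions holds; inactive = neither condition holds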
C diff growth = inhibitors of Clostridium difficile growth; 0.25% of 86,000 active; Clostridium difficile clinical isolate growth, OD600, 24 h; hits give low values; AID 1259249; growth activity, negative = inhibition, % at 16 µg/mL (by protocol);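 active = mean growth activity at or below -80% and every replicate also at or below -80%; inconclusive = mean at or below -80% but some replicate above -80%; inactive = mean growth activity above -80%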;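 also: 0% = DMSO wells and -100% = levofloxacin 16 µg/mL wells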
* hit, by the source's call; ? = inconclusive; . = not tested or not shown; & = joins results of further samples.

Order of results – Tcruzi prolif	GASC1 inh	C diff growth	Pf Dd2 inh
- C[C@H]1CN([C@@H](C)CO)C(=O)c2cc(NC(=O)Nc3ccccc3)ccc2O[C@H]1CN(C)S(=O)(=O)c1cn(C)cn1
  15	1.5	0	9
- Cc1noc(C)c1S(=O)(=O)Nc1ccc2c(c1)C(=O)N([C@H](C)CO)C[C@H](C)[C@@H](CN(C)C(=O)c1ccccc1)OCCCC[C@@H](C)O2
  -60	-0.7	.	-5
- C[C@H](CO)N1C[C@H](C)[C@@H](CN(C)Cc2ccc(C(=O)O)cc2)Oc2ccc(NS(C)(=O)=O)cc2CC1=O
  18	2.5	2	24
- COc1ccccc1-c1cn(CC[C@@H]2CC[C@H](NC(=O)C3CCCCC3)[C@H](CO)O2)nn1
  9	-0.6	-3	-19
- C[C@H]1CN([C@@H](C)CO)C(=O)c2cc(NS(C)(=O)=O)ccc2O[C@H]1CN(C)S(C)(=O)=O
  -26	2.0	.	-17
- C[C@@H]1CN([C@@H](C)CO)C(=O)c2ccccc2-c2ccccc2CO[C@@H]1CN(C)Cc1ccccc1C(F)(F)F
  .	-1.7	19	-59
- C[C@@H]1CN([C@H](C)CO)C(=O)c2cc(NC(=O)C3CC3)ccc2O[C@H]1CN(C)Cc1ccc(C(=O)O)cc1
  -12	1.9	2	8
- Cc1noc(C)c1NC(=O)N(C)C[C@H]1OCc2cnnn2CCCC(=O)N([C@H](C)CO)C[C@@H]1C
  -30&12	-1.3	-2&2	1&-21
- CCC(=O)Nc1ccc2c(c1)C(=O)N(C)[C@H]1CC[C@@H](CC(=O)N[C@@H](C)c3ccccc3)O[C@H]1CO2
  37	-1.8	0	3
- Cc1ccccc1CN(C)C[C@H]1OCc2cn(nn2)CCCC(=O)N([C@H](C)CO)C[C@H]1C
  13	-0.2	.	-2
- CCNC(=O)C[C@H]1C=C[C@H](NC(=O)C2CC2)[C@@H](CO)O1
  .	0.2	2	7
- O=C(C[C@@H]1CC[C@H]2[C@@H](COC[C@@H](O)CN2C(=O)c2ccc(F)cc2)O1)Nc1nccs1
  49	0.4	.	-35
- C[C@H](NC(=O)C[C@H]1C=C[C@@H](NC(=O)C2CCC2)[C@@H](CO)O1)c1ccccc1
  -66	0.4	.	9
- Cc1ccc(S(=O)(=O)N(C)C[C@H]2Oc3ccc(NC(=O)Cc4cn(C)c5ccccc45)cc3CC(=O)N([C@@H](C)CO)C[C@H]2C)cc1
  55	-2.1	3	-64
- C[C@H](CO)N1C[C@H](C)[C@H](CN(C)Cc2ccncc2)Oc2cc(C#CC3CC3)ccc2S1(=O)=O
  86	0.1	3	10
- C[C@@H]1CCCCO[C@H](CN(C)C(=O)Nc2ccc3c(c2)OCO3)[C@H](C)CN([C@@H](C)CO)C(=O)c2cc(NC(=O)NC3CCCCC3)ccc2O1
  64	2.7	-10	-73
- C[C@H](CO)N1C[C@H](C)[C@H](CN(C)C(=O)c2ccccc2)OCCCC[C@H](C)Oc2ccc(NC(=O)Nc3ccc4c(c3)OCO4)cc2C1=O
  35	-0.4	9	-8
- C[C@H]1CN([C@@H](C)CO)C(=O)c2cc(Br)cnc2O[C@@H]1CN(C)S(=O)(=O)c1ccc(F)cc1
  -15	0.1	-4	-58
- CO[C@H]1CN(C)C(=O)c2cc(NC(=O)C3CCC3)ccc2OC[C@H](C)N(C)C[C@@H]1C
  26	-0.7	.	12
- C[C@H]1CN([C@@H](C)CO)S(=O)(=O)c2ccc(C#CC(C)(C)O)cc2O[C@H]1CN(C)C(=O)C1CCC1
  -32	2.0	-3	3
- CO[C@@H]1CN(C)C(=O)c2cc(NC(=O)Nc3ccccc3Cl)ccc2OC[C@@H](C)N(S(C)(=O)=O)C[C@H]1C
  33	1.6	-18	-9
- CN(C)CC(=O)N1[C@H](CO)[C@H](c2ccccc2)C12CN(C(=O)C1CCCC1)C2
  .	0.5	0	35
- C[C@H](CO)N1C[C@H](C)[C@H](CN(C)S(=O)(=O)c2ccc(F)cc2)Oc2ncc(Br)cc2C1=O
  23&35	5.1	-5&-3	39&36
- O=C(C1CCCCC1)N1CC(=O)N2[C@H](CO)[C@@H](c3ccc(-c4ccccc4F)cc3)[C@H]2C1
  .	15	0	-31
- Cc1ccc(S(=O)(=O)N[C@@H]2C=C[C@@H](CC(=O)NCCCN(C)C)O[C@H]2CO)cc1
  -46	-0.1	-1	21
- COc1ccc(NC(=O)N(C)C[C@@H]2Oc3c(cccc3N(C)C)C(=O)N([C@H](C)CO)C[C@@H]2C)cc1
  21	0.4	1	7
- N#C[C@@H]1[C@H](c2ccccc2)[C@H](CO)N1C(=O)C1CCCC1
  35	-2.5	-12	14
- COc1ccc(NC(=O)N(C)C[C@H]2OCCCC[C@H](C)Oc3ccc(NC(=O)Nc4ccc(C(F)(F)F)cc4)cc3C(=O)N([C@H](C)CO)C[C@@H]2C)cc1
  ?	-0.3	-1	-4
- COc1ccc(NC(=O)N(C)C[C@@H]2Oc3ccc(NC(=O)CCCCCC(=O)Nc4ccccc4N)cc3C(=O)N([C@H](C)CO)C[C@@H]2C)cc1
  .	0.0	-1	34
- C[C@@H]1CN([C@@H](C)CO)C(=O)c2cc(-c3cccc(F)c3)cnc2O[C@@H]1CN(C)C(=O)c1ccccn1
  .	-0.7	-3	19

Copied from above for reference:
Order of results – Tcruzi prolif	GASC1 inh	C diff growth	Pf Dd2 inh
- C[C@H](CO)N1C[C@H](C)[C@H](CN(C)C(=O)c2ccccc2)OCCCC[C@H](C)Oc2ccc(NC(=O)Nc3ccc4c(c3)OCO4)cc2C1=O
  35	-0.4	9	-8
- C[C@H]1CN([C@@H](C)CO)C(=O)c2cc(Br)cnc2O[C@@H]1CN(C)S(=O)(=O)c1ccc(F)cc1
  -15	0.1	-4	-58

The main list resumes with the 3 entries that preceded the break.
Order of results – Tcruzi prolif	GASC1 inh	C diff growth	Pf Dd2 inh
- COc1ccc(NC(=O)N(C)C[C@H]2OCCCC[C@H](C)Oc3ccc(NC(=O)Nc4ccc(C(F)(F)F)cc4)cc3C(=O)N([C@H](C)CO)C[C@@H]2C)cc1
  ?	-0.3	-1	-4
- COc1ccc(NC(=O)N(C)C[C@@H]2Oc3ccc(NC(=O)CCCCCC(=O)Nc4ccccc4N)cc3C(=O)N([C@H](C)CO)C[C@@H]2C)cc1
  .	0.0	-1	34
- C[C@@H]1CN([C@@H](C)CO)C(=O)c2cc(-c3cccc(F)c3)cnc2O[C@@H]1CN(C)C(=O)c1ccccn1
  .	-0.7	-3	19
- CCS(=O)(=O)N1CC2(C1)[C@H](c1ccccc1)[C@@H](CO)N2C(=O)C1CCC1
  .	-2.1	-2	67
- Cn1cnc(CCNC(=O)C[C@H]2CC[C@H]3[C@@H](COC[C@H](O)CN3C(=O)C3CCCC3)O2)c1
  -27	-0.2	-6&-7	34
- C[C@@H]1CN([C@@H](C)CO)C(=O)c2cccc(NC(=O)Nc3ccc(F)cc3)c2O[C@@H]1CN(C)C(=O)Nc1ccccc1
  26	4.1	9	-36
- COc1ccc(NC(=O)N(C)C[C@H]2Oc3ccc(NC(=O)Nc4ccccc4)cc3C(=O)N([C@H](C)CO)C[C@@H]2C)cc1
  -12	-2.4	1	-5
- O=C(C1CCOCC1)N1C[C@@H]2[C@H](c3ccccc31)[C@H](CO)N2Cc1ccccc1F
  -35	1.7	6	-29
- CO[C@@H](CN(C)Cc1cc(F)ccc1F)[C@@H](C)CN([C@@H](C)CO)S(=O)(=O)c1ccc(C)cc1
  80	0.7	.	-26
- O=C(C[C@@H]1C[C@@H]2c3cc(NC(=O)CC4CC4)ccc3O[C@@H]2[C@H](CO)O1)NCc1ccc2c(c1)OCO2
  14	-0.3	-3	2
- Cn1cnc(S(=O)(=O)N[C@@H]2C=C[C@H](CC(=O)NCC3CC3)O[C@@H]2CO)c1
  -70	-0.3	.	-7
- CCC(=O)N1CC2(C1)[C@H](c1ccccc1)[C@@H](CO)N2Cc1ccccc1OC
  .	2.1	-1	11
- CC(C)NC(=O)Nc1ccc2c(c1)C(=O)N([C@@H](C)CO)C[C@@H](C)[C@H](CN(C)C(=O)Cc1ccccc1)OCCCC[C@@H](C)O2
  62	2.3	16	-25
- C[C@@H]1CN([C@H](C)CO)S(=O)(=O)c2ccc(C#CCN(C)C)cc2O[C@@H]1CN(C)C
  -35	2.6	0	-2
- CN1C(=O)c2cc(NC(=O)C3CCC3)ccc2OC[C@H]2O[C@H](CC(=O)NCc3ccccc3F)CC[C@H]21
  .	-2.7	1	-34
- CC(C)CC#Cc1cnc2c(c1)C(=O)N([C@@H](C)CO)C[C@@H](C)[C@H](CN(C)C(=O)CCN1CCCCC1)O2
  19	-1.8	7	-40
- CN1C(=O)c2cc(NC(=O)C3CC3)ccc2OC[C@H]2O[C@@H](CC(=O)Nc3ccccc3F)CC[C@@H]21
  .	-1.4	0	28
- COc1cccc(-c2cn(CC[C@H]3CC[C@H](NC(=O)CN(C)C)[C@@H](CO)O3)nn2)c1
  -66	-0.4	.	4
- CCCNC(=O)NC[C@H]1[C@@H](c2ccc(C3=CCCC3)cc2)[C@@H](CO)N1C(C)=O
  -35	1.3	-1	2
- C[C@H](CO)N1C[C@H](C)[C@H](CN(C)S(=O)(=O)c2ccc(F)cc2)Oc2c(NC(=O)Nc3ccc(C(F)(F)F)cc3)cccc2C1=O
  49	.	7	35
- CN1CCN(C(=O)C[C@@H]2C[C@@H]3c4cc(NS(C)(=O)=O)ccc4O[C@@H]3[C@H](CO)O2)CC1
  17	-0.4	-8	30
- Cc1ccc(-c2ccc3c(c2)O[C@@H](CN(C)C(=O)CC2CC2)[C@H](C)CN([C@H](C)CO)S3(=O)=O)cc1
  .	0.3	0	-40
- O=C(C[C@@H]1C[C@@H]2c3cc(NC(=O)Nc4ccccc4F)ccc3O[C@@H]2[C@H](CO)O1)NCCc1ccccc1
  52	-0.5	-3	-30
- CO[C@@H]1CN(C)C(=O)c2ccc(NS(=O)(=O)c3cccc(Cl)c3)cc2OC[C@@H](C)NC[C@@H]1C
  56	-0.4	.	3
- CC=Cc1ccc2n(c1=O)C[C@@H]1[C@@H](CO)[C@H](C(=O)N3CCc4ccccc4C3)[C@H]2N1CC (mixture of isomers)
  -71	1.4	1	.
- CN1C(=O)c2cc(NC(=O)NC3CCCC3)ccc2OC[C@@H]2O[C@@H](CC(=O)NC3CCC3)CC[C@@H]21
  16	0.8	0	13
- O=C(c1ccc2c(c1)OCO2)N1CC[C@@H]2[C@@H](CO)Nc3ccc(C#Cc4ccccc4)cc3[C@@H]21
  96	-0.2	3	-62
- CCC(=O)N1C[C@H](C)[C@H](OC)CN(C)C(=O)c2cc(NC(=O)C3CC3)ccc2OC[C@@H]1C
  6	0.5	-1	-3
- C[C@H](CO)N1C[C@H](C)[C@@H](CN(C)S(C)(=O)=O)Oc2c(NC(=O)Nc3ccc(C(F)(F)F)cc3)cccc2C1=O
  .	-0.7	-26	2
- Cc1ccc(S(=O)(=O)N2C[C@@H](O)COC[C@H]3O[C@@H](CC(=O)NCCN4CCCCC4)CC[C@@H]32)cc1
  -38	0.2	.	6
- COc1ccc(NC(=O)N(C)C[C@H]2Oc3c(NC(=O)CCCCCC(=O)Nc4ccccc4N)cccc3C(=O)N([C@H](C)CO)C[C@@H]2C)cc1
  .	0.3	2	-28
- CO[C@H]1CN(C)C(=O)c2ccc(NC(C)=O)cc2OC[C@@H](C)N(C(=O)c2cccnc2)C[C@@H]1C
  22	0.8	1	7
- COc1cccc(-c2ccc([C@@H]3[C@H]4CN(C(=O)c5ccc(F)cc5)CCCCN4[C@H]3CO)cc2)c1
  89	0.6	1	-34
- CO[C@@H]1CN(C)C(=O)c2cc(NC(=O)Nc3ccccc3)ccc2OC[C@H](C)N(CC2CC2)C[C@@H]1C
  -81	-0.2	.	26
- CC(=O)N1CC2(C1)[C@H](c1ccc(-c3ccccc3C)cc1)[C@H](CO)N2C(=O)CC1CC1
  .	-0.2	1	-30
- CN(C)C(=O)c1cccc(-c2ccc([C@@H]3[C@@H](CO)N4CCCCN(CC5CCOCC5)C[C@@H]34)cc2)c1
  14	0.7	-8	-5
- O=C(Nc1ccc2c(c1)[C@H]1C[C@@H](CC(=O)N3CCOCC3)O[C@@H](CO)[C@H]1O2)C1CCC1
  19	-0.6	-2	0
- CCCN(C)C[C@@H]1Oc2cc(C#Cc3ccccc3)ccc2S(=O)(=O)N([C@H](C)CO)C[C@@H]1C
  44	-3.2	11	-78
- C[C@H]1CN([C@@H](C)CO)C(=O)c2ccccc2-c2ccccc2CO[C@@H]1CN(C)Cc1cccc(C(=O)O)c1
  69	0.4	0	17
- C[C@@H]1CN([C@@H](C)CO)S(=O)(=O)c2ccc(C3=CCCC3)cc2O[C@H]1CN(C)CC1CCOCC1
  .	4.2	0	-36
- CC(C)NC(=O)Nc1ccc2c(c1)C(=O)N([C@@H](C)CO)C[C@@H](C)[C@@H](CN(C)Cc1ccncc1)OCCCC[C@H](C)O2
  38	1.3	6	-4
- C[C@@H]1CN([C@@H](C)CO)C(=O)c2cc(NS(=O)(=O)c3ccccc3)ccc2O[C@H]1CN(C)Cc1ccc(-c2ccccc2)cc1
  39	0.5	24	16

High-throughput results (PubChem BioAssay)
